From PubChem
PfHsp40 rescue = rescue of yeast from PfHsp40 toxicity, primary screen, S. cerevisiae, ATP luminescence; growth rescue, % at 12.5 µM; 0.68% of 340,000 active; S. cerevisiae expressing PfHsp40, growth rescue; in the data active = growth rescue above about 28%, passing the limit was not always enough; inconclusive = no clear call, values can overlap the other calls;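 note: yeast W303a lacking pdr1 and pdr3 grown in galactose medium; growth measured after three days at 30 °C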
UGM FP inh = M. tuberculosis UGM enzyme inhibitors, primary screen, biochemical, fluorescence polarization, single point; AID 504406, 2011; 0.06% of 320,000 active; inhibition, % at 10 µM; UDP-galactopyranose mutase (Mycobacterium tuberculosis (strain ATCC 25618 / H37Rv)), …; purified UGM, fluorescence polarization probe displacement; in the data active = inhibition above about 10%, passing the limit was not always enough; inconclusive = no clear call, values can overlap the other calls
Target sequence (P9WIQ1 whole entry, looked up): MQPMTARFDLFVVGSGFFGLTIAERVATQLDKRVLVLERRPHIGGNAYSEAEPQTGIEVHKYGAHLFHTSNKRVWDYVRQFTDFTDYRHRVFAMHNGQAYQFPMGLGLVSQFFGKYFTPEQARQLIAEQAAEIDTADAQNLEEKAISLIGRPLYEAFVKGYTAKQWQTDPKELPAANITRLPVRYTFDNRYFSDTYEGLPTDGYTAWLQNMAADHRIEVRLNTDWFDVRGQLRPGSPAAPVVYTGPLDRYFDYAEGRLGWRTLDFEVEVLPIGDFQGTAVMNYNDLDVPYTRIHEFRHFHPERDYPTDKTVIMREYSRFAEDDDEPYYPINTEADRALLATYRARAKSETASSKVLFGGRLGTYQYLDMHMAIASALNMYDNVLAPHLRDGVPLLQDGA
Anthrax LF prot = Bacillus anthracis LF protease inhibitors, primary screen, biochemical, multiplex microsphere, MLPCN library; inhibition, % at 10 µM; multiplex microsphere protease cleavage assay; 0.12% of 360,000 active; Lethal factor (Bacillus anthracis), P15917; note: plate controls were buffer without enzyme for full effect and enzyme alone for no effect
GDH-TPI inh = GDH-TPI coupling enzyme inhibitors, primary screen, artefact control for M. tuberculosis FBA inhibitor project, biochemical, absorbance, full deck | 1.2% of 360,000 active | GDH-TPI coupled enzyme counterscreen, NADH absorbance | AID 588335, 2011 | inhibition, % at 4.8 µM; in the data active = inhibition above about 30%;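 note: 0% = DMSO wells and 100% = wells lacking the enzyme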
BoNT-A LC inh2 = BoNT/A light chain protease inhibitors, primary screen, biochemical, flow cytometry, MLPCN library. multiplex microsphere protease substrate cleavage. inhibition, % at 10 µM. 0.17% of 360,000 active; note: plate controls were buffer without enzyme for full effect and enzyme alone for no effect
FadD28 FP inh = inhibitors of FadD28 bisubstrate probe binding, primary screen, biochemical, fluorescence polarization, single point. Mycobacterium tuberculosis FadD28 fatty-acid-AMP ligase. inhibition, % at 12.5 µM. 0.22% of 360,000 active. AID 588549, 2011; in the data active = inhibition above about 8.5%, passing the limit was not always enough; inconclusive = no clear call, values can overlap the other calls
BoNT F protease = BoNT/F light chain protease inhibitors, primary screen, biochemical, flow cytometry, MLPCN library | Botulinum neurotoxin type F light chain protease (Clostridium botulinum) | Multiplex microsphere protease cleavage assay | inhibition, % at 10 µM | 0.22% of 360,000 active; in the data active = inhibition above about 35%, passing the limit was not always enough; inconclusive = no clear call, values can overlap the other calls; note: plate controls were buffer without enzyme for full effect and enzyme alone for no effect
FBA Mtb inh = Mtb FBA enzyme inhibitors, primary screen, biochemical, fluorescence, strain H37Rv; 2.3% of 360,000 active; inhibition, % at 1 µM; AID 588726, 2011; purified M. tuberculosis FBA, fluorescence read-out; in the data active = inhibition above about 27%;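 note: 0% = vehicle and 100% = reference inhibitor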
Target sequence (P9WQA3 whole entry, looked up): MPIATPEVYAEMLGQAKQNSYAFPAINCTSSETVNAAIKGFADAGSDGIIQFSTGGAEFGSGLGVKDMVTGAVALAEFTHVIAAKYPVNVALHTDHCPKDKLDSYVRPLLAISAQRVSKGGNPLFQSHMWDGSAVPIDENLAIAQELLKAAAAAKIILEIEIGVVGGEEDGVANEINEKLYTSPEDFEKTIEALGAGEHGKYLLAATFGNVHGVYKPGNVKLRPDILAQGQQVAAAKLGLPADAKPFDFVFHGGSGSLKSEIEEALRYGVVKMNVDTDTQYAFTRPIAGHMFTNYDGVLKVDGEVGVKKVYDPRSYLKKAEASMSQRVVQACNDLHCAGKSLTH
BioA inh = M. tuberculosis BioA enzyme inhibitors, primary screen, biochemical, plate reader, single point, HTS | purified M. tuberculosis BioA enzyme | 0.096% of 360,000 active | 7,8-diaminopelargonic acid synthase BioA (Mycobacterium tuberculosis) | AID 602481, 2012 | inhibition, % at 9.99 µM; in the data active = inhibition above about 40%; inconclusive = no clear call, values can overlap the other calls
The depositor's hits bear a star. Cut-off read from the data, not from the text of the source, unless noted: active = inhibition above about 30%; inconclusive = no clear call, values can overlap the other calls; inactive = below that.

For COc1ccccc1C1(O)CCN(CC(=O)Nc2c(C)nn(C)c2C)CC1 the results were PfHsp40 rescue 0.1, UGM FP inh 0.1, Anthrax LF prot -3.4, GDH-TPI inh -2.5, BoNT-A LC inh2 -0.5, FadD28 FP inh -1.1, BoNT F protease 0.2, FBA Mtb inh 0.2 and BioA inh -0.6.
Screening CO/N=C/Cc1c([N+](=O)[O-])c(C)nn1C returned PfHsp40 rescue 1.0, UGM FP inh 1.7, Anthrax LF prot 6.0, GDH-TPI inh 9.9, BoNT-A LC inh2 0.5, FadD28 FP inh -0.2, BoNT F protease 0.1 and FBA Mtb inh 6.3.
`Brc1nc(Br)n(Cc2ccccc2)n1` gave PfHsp40 rescue 0.3, UGM FP inh 0.0, Anthrax LF prot -2.5, GDH-TPI inh -3.5, BoNT-A LC inh2 -0.7, FadD28 FP inh -2.1, BoNT F protease -6.8, FBA Mtb inh 1.1 and BioA inh -2.6.
For CC(C)(C)c1ccc(C(=O)NCCC(=O)N2CCCC2)cc1 the results were PfHsp40 rescue -0.2, UGM FP inh 0.9, Anthrax LF prot 1.3, GDH-TPI inh -10.1, BoNT-A LC inh2 0.7, FadD28 FP inh -1.4, BoNT F protease -4.8, FBA Mtb inh -0.2 and BioA inh -1.5.
`O=C(CN1CCCCCC1)NN(Cc1ccccc1)c1ccccc1` gave PfHsp40 rescue -0.5, UGM FP inh -2.2, Anthrax LF prot 1.7, GDH-TPI inh 0.5, BoNT-A LC inh2 -2.9, FadD28 FP inh -1.3, BoNT F protease inconclusive and FBA Mtb inh 0.1.
`O=C(C=CC(=O)OC1CCCCC1)OC1CCCCC1` gave PfHsp40 rescue -1.5, Anthrax LF prot -4.6, GDH-TPI inh 6.1, BoNT-A LC inh2 -0.2, BoNT F protease -11.2, FBA Mtb inh 1.9 and BioA inh 1.0.
Screening CCC1(C(N)=O)CC2C=CC1C2 (stereo unspecified) returned PfHsp40 rescue 0.5, Anthrax LF prot -2.1, GDH-TPI inh 1.7, BoNT-A LC inh2 0.1, FadD28 FP inh -0.1, BoNT F protease -2.1, FBA Mtb inh 0.4 and BioA inh -1.8.
Cc1ccc(S(=O)(=O)NCC(=O)OCC(=O)NCc2ccc(F)cc2)cc1 was read as PfHsp40 rescue -0.6, UGM FP inh -1.3, Anthrax LF prot -2.3, GDH-TPI inh 6.1, BoNT-A LC inh2 0.3, FadD28 FP inh 0.2, BoNT F protease 2.4 and FBA Mtb inh -1.2.
`CCc1ccc2[nH]c3nc(SCc4nnc(-c5ccccc5)o4)nnc3c2c1` gave PfHsp40 rescue 1.2, UGM FP inh -4.3, Anthrax LF prot 3.9, GDH-TPI inh -3.8, BoNT-A LC inh2 -1.0, FadD28 FP inh -4.2, BoNT F protease -8.1, FBA Mtb inh -4.9 and BioA inh -1.1.
CN(C)/C=C(/C(=O)c1ccc(Cl)cc1)S(=O)(=O)c1ccc(Cl)cc1 was read as PfHsp40 rescue 1.6, UGM FP inh 2.9, Anthrax LF prot -1.2, GDH-TPI inh 5.3, BoNT-A LC inh2 -0.6, FadD28 FP inh 0.7, BoNT F protease -4.9, FBA Mtb inh 1.6 and BioA inh -1.0.
CC(=O)Nc1ccc(NC(=O)c2ccnn2C)cc1 was read as PfHsp40 rescue 0.6, UGM FP inh 1.5, Anthrax LF prot 0.6, GDH-TPI inh 8.6, BoNT-A LC inh2 -0.5, FadD28 FP inh -0.6, BoNT F protease -5.4, FBA Mtb inh -0.4 and BioA inh -1.3.
Screening COc1ccc2nc3n(c(=O)c2c1)-c1ncccc1C(=O)NC3Cc1ccccc1 (stereo unspecified) returned Anthrax LF prot -3.6, GDH-TPI inh 5.2, BoNT-A LC inh2 -0.6, FadD28 FP inh -2.5, BoNT F protease -6.9, FBA Mtb inh 0.5 and BioA inh 0.7.
For CCOc1cc(NC(=S)NCc2ccco2)c(OCC)cc1NC(=O)CC the results were PfHsp40 rescue -1.6, UGM FP inh 0.4, Anthrax LF prot -1.4, GDH-TPI inh 8.1, BoNT-A LC inh2 -0.2, FadD28 FP inh -3.0, BoNT F protease -3.3 and FBA Mtb inh 2.1.
For Cc1ccccc1Cn1cc(NC(=O)c2nn(C)cc2Cl)cn1 the results were PfHsp40 rescue 0.8, Anthrax LF prot -9.8, GDH-TPI inh -1.8, BoNT-A LC inh2 -0.9, FadD28 FP inh -2.6, BoNT F protease -1.6, FBA Mtb inh 0.0 and BioA inh 21.3.
`Oc1ccccc1N1CCN(C(=S)NCc2ccccc2)CC1` gave PfHsp40 rescue 1.6, UGM FP inh 2.9, Anthrax LF prot -2.2, GDH-TPI inh 1.2, BoNT-A LC inh2 0.0, FadD28 FP inh -4.5, BoNT F protease -13.6, FBA Mtb inh -2.9 and BioA inh 2.1.

Structures listed so far with an aryl methoxy group (two):
For COc1ccccc1C1(O)CCN(CC(=O)Nc2c(C)nn(C)c2C)CC1 the results were PfHsp40 rescue 0.1, UGM FP inh 0.1, Anthrax LF prot -3.4, GDH-TPI inh -2.5, BoNT-A LC inh2 -0.5, FadD28 FP inh -1.1, BoNT F protease 0.2, FBA Mtb inh 0.2 and BioA inh -0.6.
Screening COc1ccc2nc3n(c(=O)c2c1)-c1ncccc1C(=O)NC3Cc1ccccc1 (stereo unspecified) returned Anthrax LF prot -3.6, GDH-TPI inh 5.2, BoNT-A LC inh2 -0.6, FadD28 FP inh -2.5, BoNT F protease -6.9, FBA Mtb inh 0.5 and BioA inh 0.7.

Next part:
Screening CC(=O)NCCNC(=O)c1ccc(-n2c(C)ccc2C)cc1 returned PfHsp40 rescue -0.3, UGM FP inh -0.7, Anthrax LF prot -0.9, GDH-TPI inh -2.5, BoNT-A LC inh2 -0.9, FadD28 FP inh -0.4, BoNT F protease -6.8, FBA Mtb inh 0.7 and BioA inh -0.4.
`CCn1nc(C)c(/C=N/NC(=S)Nc2ccc(Cl)cc2Cl)c1C` gave PfHsp40 rescue 0.4, UGM FP inh -1.3, Anthrax LF prot -0.9, GDH-TPI inh 10.7, BoNT-A LC inh2 -0.7, FadD28 FP inh -2.6, BoNT F protease -1.2, FBA Mtb inh -2.1 and BioA inh -0.8.
Cc1ccc(-c2nc(Cl)nc3ccccc23)cc1 was read as PfHsp40 rescue 1.3, UGM FP inh -0.9, Anthrax LF prot -2.9, GDH-TPI inh 4.3, BoNT-A LC inh2 -0.5, FadD28 FP inh 1.7, BoNT F protease -4.6 and FBA Mtb inh 6.8.
Screening O=C(CCCOc1ccc(Cl)cc1)Nc1cccc(C(=O)O)c1 returned PfHsp40 rescue -0.2, UGM FP inh 2.9, Anthrax LF prot -9.6, GDH-TPI inh 6.2, BoNT-A LC inh2 -0.1, FadD28 FP inh -1.5, BoNT F protease 1.6, FBA Mtb inh 1.0 and BioA inh -0.5.
Screening CCc1ccc([C@@H]2CC(=O)[C@@H]3CN(S(=O)(=O)c4ccc(C)cc4)[C@H](c4ccc(Cl)cc4)C[C@@H]3N2S(=O)(=O)c2ccc(C)cc2)cc1 returned Anthrax LF prot -0.6, BoNT-A LC inh2 -0.3, FadD28 FP inh -2.2, BoNT F protease 3.9, FBA Mtb inh 0.7 and BioA inh -1.7.
Screening Cc1ccc(SCC(=O)Nc2ccc(N3CCOCC3)cc2)cc1 returned PfHsp40 rescue 1.3, UGM FP inh -0.3, Anthrax LF prot -1.5, GDH-TPI inh 7.0, BoNT-A LC inh2 0.0, FadD28 FP inh 1.4, BoNT F protease -4.2 and FBA Mtb inh -1.4.
`c1cncc(Nc2nc(-c3ccncc3)cs2)c1` gave PfHsp40 rescue -0.5, UGM FP inh -3.5, Anthrax LF prot -0.5, GDH-TPI inh -0.5, BoNT-A LC inh2 2.7, FadD28 FP inh -0.5, BoNT F protease -1.4, FBA Mtb inh 1.6 and BioA inh 2.2.
`Cc1nnc(SCc2cc([N+](=O)[O-])cc3c2OCOC3)[nH]c1=O` gave PfHsp40 rescue -0.2, UGM FP inh 2.8, Anthrax LF prot -0.4, GDH-TPI inh 6.0, BoNT-A LC inh2 1.0, FadD28 FP inh -3.1, BoNT F protease 0.4, FBA Mtb inh -2.9 and BioA inh -0.3.
`CC1=C(C(=O)c2ccccc2)C(c2ccc(OC(F)F)cc2)NC(=S)N1` (stereo unspecified) gave PfHsp40 rescue 0.3, UGM FP inh -1.1, Anthrax LF prot -6.4, GDH-TPI inh 13.1, BoNT-A LC inh2 -1.5, FadD28 FP inh -4.0, BoNT F protease -10.4 and FBA Mtb inh -2.3.
For CN(CC(=O)Nc1ccc(F)c(F)c1F)C(=O)c1ccc(N2CCCC2=O)cc1 the results were PfHsp40 rescue -1.2, UGM FP inh 0.3, Anthrax LF prot -3.1, GDH-TPI inh 9.1, BoNT-A LC inh2 0.3, FadD28 FP inh -2.0, BoNT F protease 0.1, FBA Mtb inh 2.4 and BioA inh 0.0.
CC(OC(=O)CC1CCCC1)C(=O)Nc1ccc(S(N)(=O)=O)cc1 (stereo unspecified) was read as PfHsp40 rescue -0.1, UGM FP inh 0.5, Anthrax LF prot -2.2, GDH-TPI inh 4.2, BoNT-A LC inh2 2.6, FadD28 FP inh -2.4, BoNT F protease 12.6 and FBA Mtb inh -1.3.
CCOC(=O)CCCCCC(=O)Nc1ccc2c(c1)C(=O)N([C@@H](C)CO)C[C@H](C)[C@H](CN(C)C(=O)NC(C)C)OCCCC[C@H](C)O2 was read as Anthrax LF prot -0.1, GDH-TPI inh 0.5, BoNT-A LC inh2 -0.3, FadD28 FP inh -2.6, BoNT F protease -0.3, FBA Mtb inh 0.8 and BioA inh -0.8.
Screening CC(=O)c1cccc(N(C(=O)c2ccccn2)C(C(=O)NC2CCCCC2)c2cccs2)c1 (stereo unspecified) returned PfHsp40 rescue 0.6, UGM FP inh -0.4, Anthrax LF prot -1.7, GDH-TPI inh -7.2, BoNT-A LC inh2 -0.4, FadD28 FP inh -2.3, BoNT F protease 4.0, FBA Mtb inh -2.4 and BioA inh 1.2.
Screening COC(=O)CC(NC(=O)Nc1ccc(C)cc1)c1cccc([N+](=O)[O-])c1 (stereo unspecified) returned PfHsp40 rescue -0.4, UGM FP inh -2.4, Anthrax LF prot -0.2, GDH-TPI inh 2.2, BoNT-A LC inh2 -0.7, FadD28 FP inh -1.8, BoNT F protease 1.4 and FBA Mtb inh 1.5.
Screening CC1CCCN(c2nc3ccccc3nc2C(C#N)S(=O)(=O)c2ccccc2)C1 (stereo unspecified) returned PfHsp40 rescue 0.9, UGM FP inh 0.4, Anthrax LF prot -15.1, GDH-TPI inh 14.1, BoNT-A LC inh2 0.8, FadD28 FP inh 0.8, BoNT F protease -5.4, FBA Mtb inh 4.3 and BioA inh -3.4.
Screening COc1ccc(Cn2nnnc2C(C(C)C)N(Cc2ccco2)Cc2cccs2)cc1 (stereo unspecified) returned PfHsp40 rescue 1.0, UGM FP inh 0.4, Anthrax LF prot -12.3, GDH-TPI inh -9.1, BoNT-A LC inh2 -0.4, FadD28 FP inh -4.5, BoNT F protease -6.5, FBA Mtb inh -3.0 and BioA inh -0.7.
`Cc1ccc(OCC(=O)Nc2cccc(S(=O)(=O)N3CCCC3)c2)cc1C` gave Anthrax LF prot -1.6, GDH-TPI inh 8.4, BoNT-A LC inh2 0.3, FadD28 FP inh -1.1, BoNT F protease -1.1, FBA Mtb inh -1.8 and BioA inh -0.1.
CCCCN(Cc1ccccc1)C(=O)C1CCCN(S(=O)(=O)c2cnc[nH]2)C1 (stereo unspecified) was read as PfHsp40 rescue 0.5, UGM FP inh 1.2, Anthrax LF prot -13.6, GDH-TPI inh 0.5, BoNT-A LC inh2 0.6, FadD28 FP inh -2.2, BoNT F protease -8.1, FBA Mtb inh 0.0 and BioA inh 0.6.

Not a hit list; about 4.7% have a hit in one of these screens.
